# Compound activity as filed in PubChem BioAssay.
# NALP3 yeast inh: NALP3 inhibition in yeast. Yeast reconstituted NLRP3/ASC/caspase-1, beta-gal luminescence, 24 h. inhibition, % at 10 µM. 0.39% of 330,000 active. AID 2825;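 active means inhibition of 50% or more; inactive means inhibition below 50%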;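 further: plate controls were induced DMSO wells for no effect and uninduced yeast grown without galactose for full effect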
# MIN6 prolif: induces beta-cell replication in MIN6 cells. MIN6 cells proliferation, ATPlite luminescence, 48 h; cells starved in 0.2% serum; 100% = growth in 10% serum. proliferation, % at 10 µM. 0.29% of 330,000 active;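 active means compounds whose signal lies at least 3.5 SD above the mean of all wells on their plate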;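 further: 0% = DMSO-treated cells in low-serum medium and 100% = 10% serum control; some compounds called inactive have numbers as strong as hits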
# APJ antag: antagonists of human APJ apelin receptor; P35414; CHO-K1 APJ beta-arrestin complementation, luminescence; inhibition, % at 20 µM; 0.32% of 330,000 active;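 active means inhibition above about 40% at 20 µM, limit read from the data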;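 further: cells challenged with 10 nM apelin-13 agonist together with compound; plate controls were apelin-13 plus DMSO wells for no effect and DMSO wells lacking apelin-13 for full effect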
# Target sequence (P35414 whole entry, looked up): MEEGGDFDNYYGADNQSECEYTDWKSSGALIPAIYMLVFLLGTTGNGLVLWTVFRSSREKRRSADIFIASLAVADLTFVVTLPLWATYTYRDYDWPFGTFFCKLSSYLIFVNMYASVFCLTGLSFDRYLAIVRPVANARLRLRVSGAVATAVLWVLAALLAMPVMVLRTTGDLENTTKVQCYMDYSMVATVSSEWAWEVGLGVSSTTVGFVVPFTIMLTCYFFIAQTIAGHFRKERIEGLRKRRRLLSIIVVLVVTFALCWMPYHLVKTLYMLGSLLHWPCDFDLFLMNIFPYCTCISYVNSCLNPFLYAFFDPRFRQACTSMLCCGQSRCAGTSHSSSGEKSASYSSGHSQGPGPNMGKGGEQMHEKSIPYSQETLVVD
# MPTP block: inhibitors of mitochondrial permeability transition pore. isolated mouse mitochondria, Ca2+ swelling absorbance, 30 min. inhibition, % at 10 µM. 1.4% of 360,000 active. AID 602449;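 active means inhibition of 50% or more, scaled per plate between neutral and stimulator controls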;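 further: 0% = DMSO wells given calcium and 100% = 1 mM EGTA wells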
# tim23-1 inh: inhibits growth of tim23-1 mutant yeast. S. cerevisiae tim23-1 growth, BacTiter-Glo luminescence, 24 h. inhibition, % at 20 µM. 1.3% of 330,000 active;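 active means growth inhibition of the mutant yeast at or above 50%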;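 further: temperature-sensitive mutant grown at 25 °C; plate controls were DMSO-treated mutant yeast for no effect and medium wells lacking yeast for full effect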
# tim10-1 inh: tim10-1 yeast growth inhibition | S. cerevisiae tim10-1 ts strain growth, BacTiter-Glo, 24 h | inhibition, % at 20 µM | 2.2% of 330,000 active | AID 463190;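 active means inhibition of at least 40%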;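 further: mutant grown at 25 °C; 0% = DMSO wells with yeast and 100% = wells holding no yeast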
# APJ agonist: activates the human apelin receptor APJ; P35414; CHO-K1 APJ PathHunter beta-arrestin, luminescence; 0% DMSO wells, 100% apelin; activation, % at 20 µM; 0.11% of 330,000 active;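 active means activation more than six SD over the plate average, tested at 20 µM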;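 further: 0% = DMSO alone and 100% = apelin-13 at 10 nM; some results filed as inactive read as strong as hits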
#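 assay system = CHO-K1 APJ beta-arrestin complementation cell line | input = cell density 1000 per well | dosing = compound 20 µM once, DMSO 1% | timing = compound 90 min 25 °C, reagent 1 h | measured by = luminescence from split beta-galactosidase complementation, Galacton Star/Emerald II substrate | read-out basis = APJ agonist activity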
# NR3A LBD binder: NR3A (human) ligand-binding domain modulation; NR3A LBD differential scanning fluorimetry, Tm shift; 0% = protein alone, 100% = glycine-bound protein; Tm shift relative to glycine control, % at 25 µM; 2.5% of 340,000 active;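 active means melting temperature shift of at least 10% of the positive control shift, at one fixed dose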
# TIM10 inh: growth inhibitors of TIM10 yeast strain | S. cerevisiae TIM10 strain growth, BacTiter-Glo luminescence, 24 h | inhibition, % at 10 µM | 1.4% of 330,000 active;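 active means inhibition of 40% or more at the single tested concentration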;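 further: wild-type TIM10 isogenic control strain grown at permissive 25 °C; 0% = DMSO yeast wells and 100% = minimal medium wells without yeast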
# * hit, by the source's call; . = no result given.
# Abbreviations – A = NALP3 yeast inh; B = MIN6 prolif; C = APJ antag; D = MPTP block; E = tim23-1 inh; F = tim10-1 inh; G = APJ agonist; H = NR3A LBD binder; I = TIM10 inh
CCn1nc(C)c(C2C(C#N)=C(N)Oc3n[nH]c(C)c32)c1C (stereo not given)
  A = 7 | B = -3 | C = 2 | D = 6.4 | E = 4 | F = -1 | G = -2 | H = -1 | I = 11

O=C(CSc1ncnc2c1nnn2Cc1ccccc1F)NCC1CCCO1 (stereo not given)
  A = 20 | B = 3 | C = 6 | D = 1.3 | E = 12 | F = 23 | G = -4 | H = -1 | I = 13

Cc1cccc(N(C)S(=O)(=O)c2ccc3c(c2)NC(=O)CC(=O)N3)c1
  A = 6 | B = -2 | C = -11 | D = -0.6 | E = -3 | F = -29 | G = -3 | H = 1 | I = -8

O=C(Cc1ccccc1)NNC(=O)C1CCN(c2ncccn2)CC1
  A = 10 | B = -2 | C = 4 | D = -0.1 | E = 3 | F = 7 | G = -4 | H = -3 | I = -4

CN(C)c1ccc(NC(=O)CSc2nnc(-c3cccs3)n2Cc2ccco2)cc1
  A = -3 | B = -3 | C = -17 | D = -0.1 | E = 27 | F = 33 | G = -3 | H = -1 | I = 11

O=C(COC(=O)Cc1ccc(Br)cc1)NC1CCCC1
  A = 11 | B = 2 | C = -9 | D = -1.7 | E = 9 | F = 3 | G = -3 | H = -1 | I = -5

Cc1ccc(NC(=O)c2cccc(S(=O)(=O)N3CCCc4ccccc43)c2)nc1
  A = 6 | B = -3 | C = -10 | D = -1.2 | E = 27 | F = -28 | G = 1 | H = 3 | I = -32

O=C(N/N=C/c1cccc(OC2CSC2)c1)c1ccccc1O
  A = 18 | B = 5 | C = 8 | D = -0.1 | E = -8 | F = -14 | G = -2 | H = -2 | I = -30

CCOCc1c(C(=O)Nc2ccc3nc(N4CCOCC4)sc3c2)oc2ccccc12
  A = 14 | B = -5 | C = -5 | D = -0.1 | E = 38 | F = 18 | G = 3 | H = -5 | I = 10

Cc1ccc(CNC(=O)c2cccc(-n3cnnn3)c2)cc1
  A = -1 | B = -1 | C = 0 | D = -1.8 | E = 14 | F = 8 | G = -4 | H = -1 | I = -2

CC(Sc1nc2c(c(=O)n(C)c(=O)n2C)n1Cc1cc2c(cc1Cl)OCO2)C(=O)O (stereo not given)
  A = -2 | B = 4 | C = 16 | D = -0.7 | E = 5 | F = 2 | G = -2 | H = -2 | I = -14

O=C(NCCN1CCN(C(=O)c2ccc(Br)cc2)CC1)c1ccc(Br)cc1
  A = 6 | B = 2 | C = 15 | D = -0.2 | E = 7 | F = 14 | G = 3 | H = -1 | I = -5

C=C1CCN([C@@H](CC(C)C)C(=O)NCc2ccc(Cl)cc2)S(=O)(=O)c2ccccc21
  A = 7 | B = -6 | C = -50 | D = 0.6 | E = 29 | F = 23 | G = -6 | H = -12 | I = 19

COCCCn1c(Cc2csc(Nc3ccccc3)n2)nnc1SCC(N)=O
  A = 11 | B = -4 | C = 8 | D = 0.0 | E = 15 | F = 11 | G = 0 | H = -2 | I = -13

Cc1sc(NC(=O)c2ccccc2F)c(CN2CCCCC2C)c1C (stereo not given)
  A = 28 | B = -3 | C = 6 | D = -0.2 | E = 13 | F = 13 | G = -2 | H = 4 | I = -10

CSc1cccc(NC(=S)N2CCCN(Cc3ccc(F)cc3)C2)c1
  A = 10 | B = -7 | C = -14 | D = 41 | E = 12 | F = 13 | G = 0 | H = -1 | I = -10

O=C(NNC(=O)c1ccc2ccccc2n1)c1ccc(O)cc1
  A = 1 | B = 0 | C = -13 | D = -0.5 | E = 8 | F = -1 | G = 12 | H = -20 | I = -6

CN(C)C=Nc1ncc2c3ccccc3n(Cc3ccccc3)c2c1C#N
  A = 10 | B = 0 | C = 2 | D = -1.0 | E = 3 | F = 12 | G = -1 | H = -2 | I = 6

CCOc1ccc2[nH]c3c(NCCO)ncnc3c2c1
  A = 6 | B = 0 | C = -2 | D = -0.2 | E = 18 | F = 12 | G = -1 | H = -2 | I = -16

CCOC(=O)CN1CC23C=CC(O2)C(C(=O)NCc2ccc(C)cc2)C3C1=O (stereo not given)
  A = -1 | B = -4 | C = -3 | D = 0.3 | E = -13 | F = -5 | G = -2 | H = -1 | I = -1

N#CC1=C(N)SC(N)=C(C#N)C1CCC1CCCCC1
  A = -2 | B = -4 | C = 16 | D = . | E = 11 | F = 29 | G = 3 | H = . | I = 16

CCOc1ccc(OCc2cccc(C(=O)Nc3ccc(CN4CCCCC4)cc3)c2)cc1
  A = 26 | B = -6 | C = 1 | D = 87* | E = 12 | F = -14 | G = -2 | H = -2 | I = 2

COCC(=O)Nc1c(C(=O)Nc2ccc3c(c2)OCO3)oc2ccccc12
  A = 6 | B = 0 | C = 12 | D = -0.2 | E = 6 | F = -12 | G = -3 | H = -1 | I = 0

O=C(NCCCN1CCCC1=O)c1cccc(C(F)(F)F)c1
  A = -1 | B = 0 | C = 6 | D = 1.0 | E = 7 | F = 14 | G = -6 | H = 1 | I = 4

O=C(CCC(=O)NC1CCCCC1)Nc1cccnc1
  A = 2 | B = -3 | C = -8 | D = -1.1 | E = 17 | F = 7 | G = 0 | H = -4 | I = 3

CN(CC(=O)N1CCc2ccccc21)S(=O)(=O)c1cccs1
  A = 17 | B = -3 | C = -3 | D = -1.5 | E = 4 | F = 13 | G = -6 | H = 4 | I = -8

COc1ccc(S(=O)(=O)N2CCC3(CC2)OCCN3S(=O)(=O)c2cccs2)cc1
  A = 16 | B = 13* | C = 13 | D = 0.4 | E = 31 | F = 20 | G = 7 | H = 1 | I = -13

CCc1c(C)nc(SCC(=O)Nc2c(C)n(C)n(-c3ccccc3)c2=O)[nH]c1=O
  A = 12 | B = -1 | C = 5 | D = 1.0 | E = -1 | F = 1 | G = -2 | H = 1 | I = 3

COc1ccc(NC(=O)CSc2nc3ccccc3n2-c2ccccc2)c([N+](=O)[O-])c1
  A = 20 | B = -1 | C = 2 | D = 2.6 | E = -4 | F = 26 | G = -2 | H = 1 | I = -2

COc1ccc(S(=O)(=O)N2CCCCCC2)cc1NC(=O)CN1C(=O)NC(C)(c2ccccc2)C1=O (stereo not given)
  A = 20 | B = 1 | C = -9 | D = -1.2 | E = 19 | F = 20 | G = 5 | H = -1 | I = 0

COc1ccc(NC(C)=[N+](C)CCNS(=O)(=O)c2ccc(Cl)cc2)cc1
  A = 26 | B = 4 | C = 10 | D = -1.2 | E = -13 | F = -6 | G = -5 | H = 2 | I = 4

CC(Sc1nc(-c2ccccc2)cc(C(F)(F)F)n1)C(=O)Nc1sc2c(c1C(N)=O)CCC2 (stereo not given)
  A = 5 | B = 0 | C = -6 | D = 1.6 | E = 17 | F = 20 | G = 0 | H = 0 | I = -2

CCOC(=O)CSc1nnc(Cc2cc(=O)[nH]c(=O)[nH]2)n1-c1cccc(OC)c1
  A = -6 | B = 5 | C = 9 | D = 2.8 | E = 9 | F = 6 | G = -1 | H = -5 | I = -7

COc1ccc(-c2nnn(-c3ccc(Cl)cc3Cl)c2N)cc1
  A = 28 | B = -1 | C = 9 | D = 0.9 | E = 16 | F = 9 | G = 2 | H = -2 | I = 19

CC(C)n1cc(/C=N/Nc2ccc(C(=O)O)cc2)c2ccccc21
  A = 11 | B = -2 | C = -35 | D = -0.1 | E = 6 | F = -10 | G = 0 | H = 3 | I = -35

COc1ccc(C(=O)COC(=O)c2ccccn2)cc1OC
  A = 5 | B = -4 | C = 17 | D = 0.2 | E = 1 | F = -10 | G = -3 | H = 2 | I = 8

CCC(C)n1cnc2c(c1=O)c1nc3ccccc3nc1n2Cc1ccccc1OC (stereo not given)
  A = 25 | B = -2 | C = 25 | D = -1.0 | E = 42 | F = 31 | G = -3 | H = -2 | I = 34

Cc1ccc(NC(=O)CSc2nnc3ccc(-c4ccncc4)nn23)cc1
  A = -14 | B = -4 | C = -74 | D = -0.5 | E = -116 | F = -9 | G = 2 | H = 2 | I = -20

Cc1ccc2c(c1)N(Cc1ccccn1)C(=O)C(C)O2 (stereo not given)
  A = -8 | B = -1 | C = 8 | D = 1.8 | E = 18 | F = 7 | G = -1 | H = 1 | I = -9

CSc1nc2ccc(S(=O)(=O)N3CCCC3)cc2s1
  A = 85* | B = 2 | C = 8 | D = -2.4 | E = -2 | F = -8 | G = 0 | H = -3 | I = -10

Cc1nc2nc[nH]n2c(=O)c1NS(=O)(=O)c1ccc(C(C)(C)C)cc1
  A = 23 | B = -4 | C = -3 | D = -0.2 | E = 9 | F = -15 | G = -2 | H = 1 | I = -11

COc1ccc(-c2nnc(NC(=O)C3CC3)o2)cc1
  A = 5 | B = 0 | C = 5 | D = -0.9 | E = -7 | F = 2 | G = -3 | H = -3 | I = -18

Cc1noc(C)c1NC(=O)N(C)C[C@H]1Oc2ccc(NC(=O)Cn3cnnn3)cc2C(=O)N([C@H](C)CO)C[C@@H]1C
  A = 15 | B = 0 | C = 6 | D = -0.5 | E = -7 | F = -6 | G = -3 | H = -2 | I = -2

Cc1ccc(CN2CCN(C(=O)c3ccco3)CC2)cc1
  A = 10 | B = -1 | C = -5 | D = 0.1 | E = -2 | F = 10 | G = -3 | H = -1 | I = -11

COc1cccc(NC(=O)COC(=O)C2C3CC4OC(=O)C2C4C3)c1 (stereo not given)
  A = 21 | B = 0 | C = 17 | D = -0.7 | E = 19 | F = 18 | G = 3 | H = -1 | I = -9

COc1cc(OC)cc(C(=O)N[C@H](C(=O)NNC(=O)c2ccc(Br)cc2)C(C)C)c1
  A = -9 | B = -4 | C = 1 | D = 0.5 | E = 17 | F = -1 | G = -3 | H = 14* | I = -4

Cc1nn(C)c(C(=O)Nc2cccc(Nc3ccccc3)c2)c1[N+](=O)[O-]
  A = 31 | B = 0 | C = -25 | D = 0.9 | E = 37 | F = 27 | G = 0 | H = . | I = 19

CC1(c2nnc(-c3cccc(Cl)c3)o2)CC(c2c(Cl)cccc2Cl)=NO1 (stereo not given)
  A = 3 | B = -6 | C = -12 | D = -0.6 | E = -5 | F = 7 | G = 2 | H = -7 | I = 0

# Rows were taken by chance, and some 7.2% of all compounds hit somewhere here.
